From PubChem
Myeloid diff 2: myeloid differentiation induction | ER-HoxA9 myeloid progenitors, lysozyme-GFP differentiation, flow cytometry | calls only at 10 µM | 1% of 360,000 active | AID 624256;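 active means normalized GFP-positive differentiation at or above the plate's own cutoff, the solvent-only control mean plus 3 SD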;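 further: cells exposed to compound for four days before flow analysis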
PMI inhibition: MPI inhibition at elevated mannose 6-phosphate – biochemical, fluorescence intensity, high mannose 6-phosphate, primary screen (AID 1220); recombinant PMI enzyme, coupled fluorescence intensity; higher % means a stronger effect; one-dose inhibition, % at 20 µM; IC50 in µM for titrated hits; 0.66% of 190,000 active
XIAP displacement: XIAP antagonists, biochemical, IAP family, fluorescence polarization (AID 1018); XIAP BIR domain, fluorescence polarization peptide displacement; higher % means a stronger effect; one-dose displacement, % at 20 µM; IC50 in µM for titrated hits; 0.007% of 200,000 active; in the data active means displacement above about 50%; further: a part of the inactive calls stands beside numbers as strong as those of hits
TNAP activation fold: human TNAP enzyme activators, primary screen, biochemical, luminescent, no phosphate acceptor, uHTS (AID 1001) | activation fold at 20 µM; hits with a dose series show EC50 in µM | 0.03% of 200,000 active | purified TNAP, luminescent activation assay, no phosphate acceptor; higher activation fold means a stronger effect; in the data active means activation fold from about 3, or a potency from the dose series; inactive means the rest, 99 in 100 with activation fold below about 1.6; further: many of its hits are not listed in these tables
WT yeast gro inh: growth inhibition of WT yeast, mitochondrial fusion screen | mitochondrial fusion phenotypic screen, WT strain | inhibition, % at 10 µM | 2.1% of 190,000 active; in the data active means inhibition above about 58%; tested in S. cerevisiae
human PMI inhibition: inhibitors of human PMI, primary screen, biochemical, fluorescence intensity, coupled assay (AID 1209); purified PMI enzyme, coupled fluorescence intensity; higher % means a stronger effect; one-dose inhibition, % at 20 µM; IC50 in µM for titrated hits; 0.42% of 190,000 active;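 further: plate controls were DMSO vehicle for no effect and wells lacking substrate for full effect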
PhoP inhibition: PhoP-dependent GFP reporter repression – Salmonella Typhimurium, primary screen (AID 1863); S. Typhimurium PhoP-regulated promoter GFP reporter, 4 h; higher % means a stronger effect; inhibition, % at 50 µM, or IC50 in µM where a hit was titrated; 0.16% of 300,000 active;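 active means inhibition over 29.93%, a cutoff 3 SD above the screen mean, later confirmed by dose response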;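 further: 0% = low Mg2+ inducing control and 100% = high Mg2+ repressing control; strong numbers were not always called active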
RSV antiviral HEp-2: inhibition of RSV-induced cytopathic effect – HEp-2 cells, primary 10 µM value included (AID 2391) | 0.13% of 310,000 active | HEp-2 cells, RSV-induced CPE inhibition; higher % means a stronger effect | one-dose CPE inhibition, % at 10 µM; IC50 in µM for titrated hits; in the data active means a potency from the dose series; further: strong numbers were not always called active
SIAH1 antagonists: blockers of Siah-1 interaction with plectin peptide – biochemical, fluorescence polarization, rhodamine-plectin, uHTS, primary screen (AID 1817); Siah-1 / rhodamine-plectin peptide fluorescence polarization; higher % means a stronger effect; 0.02% of 290,000 active; one-dose displacement, % at 20 µM; IC50 in µM for titrated hits;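 active means displacement of at least 50% at 20 µM, with a fluorescence ratio check between 0.3 and a set limit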;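 further: plate controls were Siah plus tracer with DMSO for no effect and tracer alone without Siah for full effect; strong numbers were not always called active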
WT yeast gro inh mutant strain: recorded beside WT yeast gro inh, whose call it bears; inhibition, %; mitochondrial fusion phenotypic screen, mutant strain inhibition
Myeloid diff 2 GFP+ MAC1+ %: recorded beside Myeloid diff 2, whose call it bears; GFP+ MAC1+ double positive, %; measured here: differentiation confirmed by MAC1 staining
Starred values were filed as active, the others as inactive. Unless noted, no stated cut-off is given here; in the data, active means inhibition above about 50%; inactive means the rest. Random draw from the library; overall some 3.1% were active at least once.

`Cc1cc([N+](=O)[O-])ccc1N=Nc1c(N)[nH]n(-c2ccccc2)c1=O` gave Myeloid diff 2 inactive, PMI inhibition 48.5%, XIAP displacement -3.5%, TNAP activation fold 1, WT yeast gro inh 2.3, human PMI inhibition 11.1%, PhoP inhibition -8.5%, RSV antiviral HEp-2 1.6%, SIAH1 antagonists 4.6%, WT yeast gro inh mutant strain -3.1 and Myeloid diff 2 GFP+ MAC1+ % 0.1.
Screening CCOC(=O)c1ccc(NC2c3ccccc3C(=O)N2c2ccc(C)cn2)cc1 (stereo not given) returned Myeloid diff 2 inactive, PMI inhibition 7.6%, XIAP displacement -5.7%, TNAP activation fold 1.1, WT yeast gro inh -27.5, human PMI inhibition 11.4%, PhoP inhibition 6.8%, RSV antiviral HEp-2 1.7%, SIAH1 antagonists 7.5%, WT yeast gro inh mutant strain -10.3 and Myeloid diff 2 GFP+ MAC1+ % 0.7.
For O=C(CCc1nnc(-c2ccc(-c3ccccc3)cc2)o1)NCCc1ccccn1 the results were Myeloid diff 2 inactive, PMI inhibition 18.0%, XIAP displacement -5.3%, TNAP activation fold 1, WT yeast gro inh -11.9, human PMI inhibition 18.9%, RSV antiviral HEp-2 2.3%, SIAH1 antagonists 2.5%, WT yeast gro inh mutant strain -25.9 and Myeloid diff 2 GFP+ MAC1+ % 0.3.
Screening CCOc1ccc(/C=C/C2=Cc3c(sc(NC(=O)CSc4n[nH]c(N)n4)c3C#N)C(C)(C)C2)cc1 returned Myeloid diff 2 inactive, PMI inhibition -92.2%, XIAP displacement -0.9%, TNAP activation fold 0.9, WT yeast gro inh 10.9, human PMI inhibition -34.5%, PhoP inhibition -17.4%, RSV antiviral HEp-2 -3.6%, SIAH1 antagonists -0.3%, WT yeast gro inh mutant strain 1.0 and Myeloid diff 2 GFP+ MAC1+ % 2.3.
For CCC(Sc1nc(C)cc(C)n1)C(=O)O (stereo not given) the results were Myeloid diff 2 inactive, PMI inhibition 0.8%, XIAP displacement -2.6%, TNAP activation fold 1, WT yeast gro inh -4.7, human PMI inhibition 0.2%, PhoP inhibition -8.0%, RSV antiviral HEp-2 1.0%, SIAH1 antagonists -0.2%, WT yeast gro inh mutant strain -6.1 and Myeloid diff 2 GFP+ MAC1+ % 9.3.
For Cc1ccc(C2SCC(=O)N2c2ccccc2)cc1 (stereo not given) the results were Myeloid diff 2 inactive, PhoP inhibition 4.1%, RSV antiviral HEp-2 0.9%, SIAH1 antagonists 6.9% and Myeloid diff 2 GFP+ MAC1+ % 0.5.
For CCOC(=O)c1c(NC(=O)C2C3C=CC(C3)C2(C)C(=O)O)sc2c1CCCC2 (stereo not given) the results were Myeloid diff 2 inactive, PMI inhibition -1.1%, XIAP displacement -6.1%, TNAP activation fold 1.1, WT yeast gro inh -12.3, human PMI inhibition -3.0%, PhoP inhibition 0.1%, RSV antiviral HEp-2 1.4%, SIAH1 antagonists 32.6%, WT yeast gro inh mutant strain -15.6 and Myeloid diff 2 GFP+ MAC1+ % 0.3.
CCOC(=O)c1c(NC(=O)c2ccc(N3CCOCC3)c([N+](=O)[O-])c2)sc(C)c1C was read as PMI inhibition 7.4%, XIAP displacement -4.2%, TNAP activation fold 1, WT yeast gro inh -0.3, human PMI inhibition 3.9%, PhoP inhibition 2.8%, SIAH1 antagonists -5.0% and WT yeast gro inh mutant strain -12.8.
For CCCCSc1nsc(NC(C)=O)n1 the results were Myeloid diff 2 inactive, PMI inhibition 9.3%, XIAP displacement -3.7%, TNAP activation fold 1.2, WT yeast gro inh -3.4, human PMI inhibition 7.7%, PhoP inhibition -2.2%, RSV antiviral HEp-2 14.7%, SIAH1 antagonists -1.3%, WT yeast gro inh mutant strain -6.4 and Myeloid diff 2 GFP+ MAC1+ % 0.7.
For CCCCC1CC1C(=O)Nc1ccc(OC)c(OC)c1 (stereo not given) the results were Myeloid diff 2 inactive, PMI inhibition 9.7%, XIAP displacement -1.2%, TNAP activation fold 1.1, WT yeast gro inh 3.4, human PMI inhibition 19.4%, PhoP inhibition 1.4%, RSV antiviral HEp-2 -1.2%, SIAH1 antagonists -2.5%, WT yeast gro inh mutant strain -3.9 and Myeloid diff 2 GFP+ MAC1+ % 2.5.
Screening Cc1ccc2c(c1)N(CC(=O)NCc1cccnc1)C(=O)CO2 returned Myeloid diff 2 inactive, PMI inhibition -6.5%, XIAP displacement 0.5%, TNAP activation fold 1.1, WT yeast gro inh -11.9, human PMI inhibition -16.5%, PhoP inhibition -0.1%, RSV antiviral HEp-2 0.9%, SIAH1 antagonists -5.4%, WT yeast gro inh mutant strain -2.0 and Myeloid diff 2 GFP+ MAC1+ % 0.8.
`Cc1cc(N2CCN(C(=O)c3ccco3)CC2)n2nc(-c3cccc(Cl)c3)cc2n1` gave Myeloid diff 2 inactive, PMI inhibition 3.7%, XIAP displacement -3.5%, TNAP activation fold 1.2, WT yeast gro inh 27.8, human PMI inhibition 4.0%, PhoP inhibition -2.2%, RSV antiviral HEp-2 55.6%, SIAH1 antagonists 6.2%, WT yeast gro inh mutant strain 3.3 and Myeloid diff 2 GFP+ MAC1+ % 1.9.
`CCNc1nc(NCC)nc(Oc2ccc(OCc3ccccc3)nn2)n1` gave PMI inhibition 1.3%, XIAP displacement -0.4%, TNAP activation fold 1.1, WT yeast gro inh -4.6, human PMI inhibition 3.2%, PhoP inhibition 8.8%, RSV antiviral HEp-2 1.2%, SIAH1 antagonists 4.3% and WT yeast gro inh mutant strain 5.2.
Screening Cc1ccc(Nc2ccc(N3CCN(c4ccc([N+](=O)[O-])cc4)CC3)nn2)cc1 returned Myeloid diff 2 inactive, PMI inhibition -7.1%, XIAP displacement -2.6%, TNAP activation fold 1.1, WT yeast gro inh 3.2, human PMI inhibition -15.8%, PhoP inhibition -6.1%, RSV antiviral HEp-2 -1.9%, SIAH1 antagonists -5.6%, WT yeast gro inh mutant strain 9.1 and Myeloid diff 2 GFP+ MAC1+ % 0.3.
For CCOC(=O)c1oc2ccccc2c1CN1CCN(C(=O)c2ccccc2)CC1 the results were Myeloid diff 2 inactive, PMI inhibition 12.2%, XIAP displacement -0.2%, TNAP activation fold 1, WT yeast gro inh -1.7, human PMI inhibition 13.7%, PhoP inhibition 0.4%, RSV antiviral HEp-2 2.4%, SIAH1 antagonists -0.4%, WT yeast gro inh mutant strain -14.5 and Myeloid diff 2 GFP+ MAC1+ % 4.0.
`CCOC(=O)c1nccnc1C(=O)Nc1ccc(C(F)(F)F)cc1` gave Myeloid diff 2 inactive, PMI inhibition -11.1%, XIAP displacement -6.9%, TNAP activation fold 1.2, WT yeast gro inh 4.0, human PMI inhibition -9.2%, PhoP inhibition -0.1%, RSV antiviral HEp-2 -0.8%, SIAH1 antagonists -2.3%, WT yeast gro inh mutant strain 7.6 and Myeloid diff 2 GFP+ MAC1+ % 0.5.
Fc1ccccc1OCCCN1CCOCC1 was read as Myeloid diff 2 inactive, PMI inhibition -4.7%, XIAP displacement -7.3%, TNAP activation fold 1.1, WT yeast gro inh 8.1, human PMI inhibition 5.6%, PhoP inhibition 0.0%, RSV antiviral HEp-2 1.0%, SIAH1 antagonists -2.8%, WT yeast gro inh mutant strain -1.1 and Myeloid diff 2 GFP+ MAC1+ % 0.6.
`NC(=O)c1cccc2c3c([nH]c12)CCCC3` gave Myeloid diff 2 inactive, PMI inhibition -3.9%, XIAP displacement -0.7%, TNAP activation fold 1.1, WT yeast gro inh -8.4, human PMI inhibition -0.4%, PhoP inhibition 5.7%, RSV antiviral HEp-2 1.7%, SIAH1 antagonists -0.3%, WT yeast gro inh mutant strain -3.6 and Myeloid diff 2 GFP+ MAC1+ % 0.8.
For CCOc1ccc2nc(SCC#N)c(C#N)cc2c1 the results were Myeloid diff 2 inactive, PMI inhibition 5.8%, XIAP displacement -6.5%, TNAP activation fold 1.2, WT yeast gro inh -3.9, human PMI inhibition 5.8%, PhoP inhibition -5.4%, RSV antiviral HEp-2 2.2%, SIAH1 antagonists 0.1%, WT yeast gro inh mutant strain -4.2 and Myeloid diff 2 GFP+ MAC1+ % 0.6.
`[N-]=[N+]=NC[C@H](c1ccccc1)N1CCN(Cc2ccccc2)CCC1=O` gave Myeloid diff 2 inactive, PhoP inhibition -8.8%, RSV antiviral HEp-2 2.2%, SIAH1 antagonists 0.1% and Myeloid diff 2 GFP+ MAC1+ % 1.0.
`O=C(NCCc1ccccc1)c1ccc(Cl)cc1[N+](=O)[O-]` gave Myeloid diff 2 inactive, PhoP inhibition 0.1%, RSV antiviral HEp-2 1.6%, SIAH1 antagonists 14.5% and Myeloid diff 2 GFP+ MAC1+ % 1.2.
`Cc1ccc(/C=C/C(=O)O)cc1S(=O)(=O)NCc1cccnc1` gave Myeloid diff 2 inactive, PhoP inhibition -0.5%, RSV antiviral HEp-2 0.2%, SIAH1 antagonists -4.2% and Myeloid diff 2 GFP+ MAC1+ % 0.4.
`CS(=O)(=O)N1CCc2nc(-c3ccccc3)sc2C1` gave Myeloid diff 2 inactive, PhoP inhibition 24.2%, RSV antiviral HEp-2 1.3%, SIAH1 antagonists -4.3% and Myeloid diff 2 GFP+ MAC1+ % 1.1.
O=C(NCCN1CCCCC1)Nc1ccccc1 was read as Myeloid diff 2 inactive, PMI inhibition -4.5%, XIAP displacement -5.5%, TNAP activation fold 1.1, WT yeast gro inh 6.1, human PMI inhibition -0.5%, PhoP inhibition 7.3%, RSV antiviral HEp-2 2.0%, SIAH1 antagonists -0.5%, WT yeast gro inh mutant strain 8.3 and Myeloid diff 2 GFP+ MAC1+ % 1.2.
Screening O=C(Nc1cccc(S(=O)(=O)Nc2ccccc2Cl)c1)c1ccc(Cl)nc1 returned Myeloid diff 2 inactive, PMI inhibition 7.3%, XIAP displacement -3.1%, TNAP activation fold 1.1, WT yeast gro inh 15.5, human PMI inhibition 7.6%, PhoP inhibition 7.3%, RSV antiviral HEp-2 4.9%, SIAH1 antagonists 11.3%, WT yeast gro inh mutant strain -0.8 and Myeloid diff 2 GFP+ MAC1+ % 1.2.
CCNC(=O)CCSc1nnc(-c2ccncc2)o1 was read as Myeloid diff 2 inactive, PMI inhibition -4.5%, XIAP displacement -2.6%, TNAP activation fold 1.1, WT yeast gro inh 4.2, human PMI inhibition -5.9%, PhoP inhibition 12.2%, RSV antiviral HEp-2 -1.6%, SIAH1 antagonists 4.9%, WT yeast gro inh mutant strain -23.5 and Myeloid diff 2 GFP+ MAC1+ % 0.6.
Screening O=C(COC(=O)CC(c1ccccc1)c1ccccc1)Nc1c(F)cccc1F returned PMI inhibition 7.2%, XIAP displacement -1.9%, TNAP activation fold 1.2, WT yeast gro inh 17.5, human PMI inhibition 20.2%, PhoP inhibition 6.1%, RSV antiviral HEp-2 1.9%, SIAH1 antagonists 9.8% and WT yeast gro inh mutant strain -5.0.
